# Screening data deposited in PubChem BioAssay by National Center for Advancing Translational Sciences (NCATS).
# p53null 39C kill: p53 null cell cytotoxicity, nonpermissive temperature; H1299 p53-null (neo) cells, 39C, ATPlite viability, 24 h; Potency, µM (top dose mostly 46.1 µM), without a hit: top-dose activity, negative = cell killing, most hits filed as cytotoxic; hit rate 0.97% among 55,000; AID 904;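 further: potency means the concentration at half of the fitted maximal effect; 0% = DMSO only and -100% = full killing by 100 µM tamoxifen; nearly all actives have a fitted effect of over 50% in size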
#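 Cells seeded at 600/well, 37C overnight. Compound added (up to 46 uM), plates shifted to 39C for 24 hr. ATPlite added, luminescence read after 20 min at room temperature.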
# p53null 32C tox: p53 null cell cytotoxicity, permissive temperature; H1299-neo p53 null cells, ATP luminescence, 24 h, 32C; hit rate 0.62% among 55,000; Potency, µM (highest dose often 46.1 µM), inactives show at the top dose activity change, negative = cytotoxicity, actives largely listed as cytotoxic;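 further: potency means the concentration at half of the fitted maximal effect; 0% = DMSO only and -100% = full killing by 100 µM tamoxifen; nearly all actives have a fitted effect of over 55% in size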
#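 We seeded p53-null H1299-neo cells, incubated them overnight at 37C, and added compounds across a range up to 46 uM. After 24 hours at 32C, ATP reagent was applied for 20 min at room temperature and luminescence recorded.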
# B2AR arrestin ag: agonists recruiting beta-arrestin to human beta2-adrenergic receptor. P07550. HTLA Tango cells, beta-arrestin recruitment, luciferase luminescence, 18 h. Potency, µM (series often up to 46.1 µM), inactives show at the top dose activation, hits mostly activators. 44,000 tested, under 10 active;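 further: potency means the concentration at half of the fitted maximal effect; 0% = DMSO and full agonism = EC100 isoproterenol or metaproterenol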
# Target sequence (P07550 whole entry, looked up): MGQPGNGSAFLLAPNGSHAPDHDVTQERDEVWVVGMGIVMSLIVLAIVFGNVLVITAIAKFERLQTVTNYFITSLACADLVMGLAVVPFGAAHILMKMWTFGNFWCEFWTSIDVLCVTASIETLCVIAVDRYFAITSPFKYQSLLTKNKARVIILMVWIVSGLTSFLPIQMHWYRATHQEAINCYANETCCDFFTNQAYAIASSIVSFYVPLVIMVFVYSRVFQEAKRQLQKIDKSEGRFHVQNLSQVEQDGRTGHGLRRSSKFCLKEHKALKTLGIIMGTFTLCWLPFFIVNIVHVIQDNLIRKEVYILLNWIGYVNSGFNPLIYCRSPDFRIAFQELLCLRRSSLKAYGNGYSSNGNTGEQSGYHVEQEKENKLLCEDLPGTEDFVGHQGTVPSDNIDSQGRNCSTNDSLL
#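 Ligand-induced beta-arrestin recruitment to recombinant beta2-AR is measured via a tTA-driven luciferase reporter in Tango cells after 18 hr compound exposure at 37 degrees C. Concentrations span up to 46 microM.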
# GALK inhibitor: GALK (human) enzyme inhibition; P51570; recombinant GALK, Kinase-Glo ATP luminescence, 1 h; Potency, µM (top dose mostly 57.5 µM), without a hit: at the highest dose activity, negative = inhibition, hits mostly inhibitors; 44,000 tested, under 10 active;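 further: plate controls were full GALK reaction for no effect and reaction lacking GALK for full effect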
#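 Compounds were pinned into ATP buffer, then GALK-galactose mix was added (final 5 nM enzyme, 35 uM ATP, 100 uM galactose, pH 8.0). After 1 h at room temperature, Kinase-Glo Plus was added and luminescence read.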
# NTMT1 inh: NTMT1 methyltransferase inhibition; Potency, µM (highest dose often 114 µM), for inactives: at the highest dose activity change, negative = inhibition, actives largely listed as inhibitors; hit rate 2.5% among 59,000; NTMT1 MTase-Glo SAH luminescence, purified enzyme; Q9BV86;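 further: potency means the concentration at half of the fitted maximal effect; plate controls were DMSO vehicle for no effect and no enzyme for full effect; nearly all actives have a fitted effect of over 65% in size; many of its hits are not listed in these tables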
# Target sequence (Q9BV86 whole entry, looked up): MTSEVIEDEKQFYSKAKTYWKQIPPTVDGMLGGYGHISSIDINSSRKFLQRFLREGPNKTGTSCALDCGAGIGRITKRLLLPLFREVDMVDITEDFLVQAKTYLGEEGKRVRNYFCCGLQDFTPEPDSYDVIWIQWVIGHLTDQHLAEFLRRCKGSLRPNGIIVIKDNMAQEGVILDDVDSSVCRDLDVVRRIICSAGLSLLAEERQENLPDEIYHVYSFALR
# FH mod: Identification of activators of human fumarate hydratase by quantitative high-throughput screening. Fumarate hydratase, mitochondrial (Homo sapiens), P07954. FH coupled MDH/diaphorase resazurin fluorescence, 15 min. Potency, µM (top dose mostly 79.9 µM), without a hit: at the top dose activity change, negative = inhibition, most hits filed as inhibitors. hit rate 0.22% among 54,000; further: potency means the concentration at half of the fitted maximal effect; on the % scale 0 is the no-effect control and ±100 the full control effect; the screen sought activators but most active calls are inhibition curves; nearly all actives have a fitted effect of over 45% in size
# TSG101-PTAP inh: TSG101-PTAP interaction inhibition, HIV-1 budding. 44,000 tested, under 10 active. Fluorescence polarization, FITC-PTAP peptide/Tsg101, 20 min. Potency, µM (doses to about 115 µM), inactives show at the highest dose activity change, negative = inhibition, most hits filed as inhibitors. Q99816; further: potency means the concentration at half of the fitted maximal effect; 0% is about no effect
# Target sequence (Q99816 whole entry, looked up): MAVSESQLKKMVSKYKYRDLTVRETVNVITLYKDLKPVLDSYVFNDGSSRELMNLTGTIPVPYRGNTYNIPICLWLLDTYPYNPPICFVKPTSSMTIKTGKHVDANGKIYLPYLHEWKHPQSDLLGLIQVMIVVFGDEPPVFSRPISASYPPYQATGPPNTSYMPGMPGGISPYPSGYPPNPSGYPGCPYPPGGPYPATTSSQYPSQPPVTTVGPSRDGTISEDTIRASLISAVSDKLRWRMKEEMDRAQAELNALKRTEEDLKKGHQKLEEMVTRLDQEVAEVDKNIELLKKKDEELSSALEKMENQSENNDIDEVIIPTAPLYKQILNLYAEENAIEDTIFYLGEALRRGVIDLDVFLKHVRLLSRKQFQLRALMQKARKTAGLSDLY
#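 The Tsg101 binding domain, at 10 uM final, is mixed with compound and a FITC peptide bearing the PTAP motif (50 nM final). After 20 min at r.t., polarization is measured; actives defined by CRC class, efficacy cut-off 60% inhibition.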
# * = called active by the depositor; ? = inconclusive; nt = no result given; [ ] = dose if it differs, or a comment. The call rests on the fitted dose curve; in most records, active means well fitted curve in the direction sought with a large enough effect; inconclusive means small, poorly fitted or top-dose-only effect, or another doubt; inactive means no such curve, though single readings can be large; an effect the other way counts as inactive or inconclusive. An excerpt; count on the stated rates, not on these rows.
no.	SMILES	p53null 39C kill	p53null 32C tox	B2AR arrestin ag	GALK inhibitor	NTMT1 inh	FH mod	TSG101-PTAP inh
1	COc1ccc(Cl)cc1NC(=O)CN(C)S(=O)(=O)c1ccc(Br)s1	-5%	-6%	1%	0%	22%	-15%	2%
2	NC1=NC(c2cccc(Cl)c2)n2c(nc3ccccc32)N1 (stereo unspecified)	?	7%	0%	?	?	2%	-8%
3	Cc1cccc(NC(=O)NC2COc3ccccc3C2)c1C (stereo unspecified)	3%	-1%	0%	-2%	20%	0%	0%
4	Cc1cccc(C(=O)N2CCC(N3CCN(Cc4ccc(F)cc4)C(=O)C3=O)CC2)c1	10%	6%	0%	-2%	3%	-3%	-6%
5	CC(=O)Nc1ccc(NC(=O)C2(c3cccs3)CCOCC2)cc1	22%	-11%	0%	0%	-10%	1%	1%
6	Cc1ccc(Cl)cc1N1CCN(CCNC(=O)Nc2ccccc2Cl)CC1	-5%	11%	0%	4%	89µM*	-29%	-1%
7	COc1ccc(NC(=O)c2oc3c(c2C)-c2nn(Cc4c(F)cccc4Cl)cc2CC3)c(OC)c1	-7%	6%	-1%	-9%	?	-26%	1%
8	O=C(O)c1ccccc1C(=O)Nc1ccc(Br)c2cccnc12	-9%	-5%	0%	1%	-7%	-5%	-12%
9	Cc1cc(Br)cc(C)c1OCC(=O)Nc1ccc(S(=O)(=O)Nc2ncccn2)cc1	-28%	15%	-1%	0%	-2%	-1%	-10%
10	COc1ccc(NC(=O)c2cnc(Nc3ccc(C)c(Cl)c3)c3ccccc23)c(OC)c1	-13%	0%	-2%	6%	3%	-18%	0%
11	CCOC(=O)C1CCN(S(=O)(=O)c2cc(-c3cc(C)no3)ccc2C)CC1	-4%	0%	1%	0%	-1%	-2%	-4%
12	Cc1ccc(CNC(=O)CCS(=O)(=O)c2ccc3c(c2)CC(C)N3C(=O)C2CC2)cc1 (stereo unspecified)	-4%	8%	0%	1%	nt	nt	-2%
13	Cc1cccc(C(=O)Nc2cc(-c3ccccc3F)nn2-c2ccccc2)c1	-24%	-2%	0%	2%	7%	-20%	0%
14	COc1ccc(OC)c(S(=O)(=O)Nc2cccc(-c3ccc(N4CCCCC4)nn3)c2)c1	-3%	-6%	3%	-3%	nt	nt	-9%
15	Cc1cccc(C(=O)Nc2sc3c(c2C(=O)O)CCCC3)c1	?	-24%	-2%	4%	?	?	-1%
16	Cc1ccc(C)c(CN2C(=O)c3ccccc3S(=O)(=O)c3ccc(C(=O)N4CCN(c5ccccc5)CC4)cc32)c1	-5%	-1%	0%	8%	-3%	-4%	0%
17	CCOc1ccc(S(=O)(=O)NCC(c2ccco2)S(=O)(=O)c2cccs2)cc1 (stereo unspecified)	20%	1%	0%	1%	3%	-5%	0%
18	Cc1oc(-c2ccccc2Cl)nc1CS(=O)(=O)CC(=O)NC(C)c1ccccc1 (stereo unspecified)	4%	-1%	1%	8%	5%	-17%	-8%
19	O=C(Cn1cc(C(=O)c2ccco2)c2ccccc21)Nc1ccc(Br)cc1	-25%	-11%	1%	1%	-1%	-24%	-2%
20	CCCCNc1ncnc2c1nnn2C	18%	-2%	-3%	-1%	-2%	4%	1%

# Nine entries from above, with values under each structure.
# The line under a structure holds: p53null 39C kill, p53null 32C tox, B2AR arrestin ag, GALK inhibitor, NTMT1 inh, FH mod, TSG101-PTAP inh
(12) Cc1ccc(CNC(=O)CCS(=O)(=O)c2ccc3c(c2)CC(C)N3C(=O)C2CC2)cc1 (stereo unspecified)
 : -4%, 8%, 0%, 1%, nt, nt, -2%
(13) Cc1cccc(C(=O)Nc2cc(-c3ccccc3F)nn2-c2ccccc2)c1
 : -24%, -2%, 0%, 2%, 7%, -20%, 0%
(14) COc1ccc(OC)c(S(=O)(=O)Nc2cccc(-c3ccc(N4CCCCC4)nn3)c2)c1
 : -3%, -6%, 3%, -3%, nt, nt, -9%
(15) Cc1cccc(C(=O)Nc2sc3c(c2C(=O)O)CCCC3)c1
 : ?, -24%, -2%, 4%, ?, ?, -1%
(16) Cc1ccc(C)c(CN2C(=O)c3ccccc3S(=O)(=O)c3ccc(C(=O)N4CCN(c5ccccc5)CC4)cc32)c1
 : -5%, -1%, 0%, 8%, -3%, -4%, 0%
(17) CCOc1ccc(S(=O)(=O)NCC(c2ccco2)S(=O)(=O)c2cccs2)cc1 (stereo unspecified)
 : 20%, 1%, 0%, 1%, 3%, -5%, 0%
(18) Cc1oc(-c2ccccc2Cl)nc1CS(=O)(=O)CC(=O)NC(C)c1ccccc1 (stereo unspecified)
 : 4%, -1%, 1%, 8%, 5%, -17%, -8%
(19) O=C(Cn1cc(C(=O)c2ccco2)c2ccccc21)Nc1ccc(Br)cc1
 : -25%, -11%, 1%, 1%, -1%, -24%, -2%
(20) CCCCNc1ncnc2c1nnn2C
 : 18%, -2%, -3%, -1%, -2%, 4%, 1%

# (further entries)
no.	SMILES	p53null 39C kill	p53null 32C tox	B2AR arrestin ag	GALK inhibitor	NTMT1 inh	FH mod	TSG101-PTAP inh
21	CCCCCn1c(NCc2ccccc2OC)nc2ccccc21	?	6%	-2%	-1%	17%	-17%	-2%
22	O=C(NC1CCCC1)c1ccc2c(=O)n(Cc3ccccc3)c(SCc3cccc(F)c3)nc2c1	15%	1%	1%	0%	11%	-3%	2%
23	Cc1ccccc1NC(=O)CC1C(=O)NCCN1C(=O)c1cccc(Cl)c1 (stereo unspecified)	-19%	4%	1%	0%	1%	2%	-4%
24	Fc1ccccc1CNCCCSc1nnnn1-c1ccccc1	-14%	0%	-2%	-1%	-2%	13%	-2%
25	COc1cc(C2CC(=O)Nc3c2c(=O)[nH]c2nc4ccccc4n32)ccc1O (stereo unspecified)	-15%	18%	-1%	1%	13%	-4%	-4%
26	Cc1ccc(Cn2c(=O)n(CCCCC(=O)NCc3ccc4c(c3)OCO4)c(=O)c3ccccc32)cc1	-7%	18%	1%	-2%	0%	0%	2%
27	Cc1noc2ncnc(N3CCCC(C(=O)NCCC(C)C)C3)c12 (stereo unspecified)	-13%	-6%	0%	0%	13%	6%	-8%
28	CCc1ccc(CNC(=O)c2nn(-c3ccc(OC)c(Cl)c3)c(=O)c3c2c2ccccc2n3C)cc1	2%	7%	1%	6%	10%	-4%	-3%
29	COc1ccc(-n2nc3c(N4CCCC(C(=O)NCc5ccc(C)cc5)C4)nnc(C)c3c2C)cc1 (stereo unspecified)	15%	?	-2%	-1%	?	-25%	9%
30	Cc1ccc(CN(Cc2ccco2)C(=O)COc2ccc(Cl)cc2Cl)cc1	36%[activator]	20%	0%	0%	2%	-20%	0%
31	COc1ccc(-c2noc(CC(=O)N(C)c3cccc(C)c3)n2)cc1	2%	-8%	-1%	-8%	0%	-20%	-4%
32	COc1ccc(-c2nc(CN3CCC(C(=O)NCCc4ccccc4)CC3)c(C)o2)cc1OC	-5%	-4%	-2%	8%	3%	7%	-3%
33	O=C(CSc1nc2ccsc2c(=O)n1-c1ccc(Cl)cc1)NCc1ccc(Cl)cc1	15%	1%	0%	1%	5%	2%	-3%
34	O=C(Cn1ncc2c1-c1ccccc1OC2)N1CCN(c2ccccc2)CC1	-27%	?	1%	7%	?	-3%	-3%
35	COc1ccc(-n2cc(-c3ccccc3)c3c(NCc4cccc(Cl)c4)ncnc32)cc1	8%	10%	-1%	-1%	-1%	-28%	4%
36	CCN(CC)C(=O)CSc1nc(-c2ccccc2)cc(-c2ccc(OC)cc2)c1C#N	-11%	6%	1%	-3%	-18%	-20%	-2%
37	O=c1n(Cc2ccc([N+](=O)[O-])cc2)c2ccccc2c2nc(-c3ccccc3)nn12	1%	-7%	-2%	-3%	3%	-12%	-9%
38	CCc1sc(Nc2cccc(Cl)c2C)nc1-c1cc2cccc(OC)c2oc1=O	-8%	16%	-1%	-2%	24%	-8%	-6%
39	COc1ccc(N2CCN(C(=O)CCc3nnc4n(C)c(=O)c5sccc5n34)CC2)cc1	-3%	-9%	1%	-13%	-1%	5%	-2%
40	COc1ccc(S(=O)(=O)N2CCN(c3ccccc3F)CC2)cc1-c1noc(C)n1	?	-16%	-1%	4%	9%	-10%	-16%
41	COc1ccc(CNC(=O)c2cc3sccc3n2Cc2ccc(C)cc2)cc1	-12%	-7%	1%	-1%	4%	-4%	2%
42	O=C(Cn1c(=O)oc2cc(S(=O)(=O)NC3CCCC3)ccc21)Nc1ccc(F)c(F)c1	4%	-1%	0%	-2%	5%	-19%	1%
43	CCOC(=O)Cn1c(=O)cc(C)c2c(C)nn(-c3cccc(F)c3)c21	-1%	-2%	0%	1%	-9%	-15%	-6%
44	O=C(Nc1ccc(-c2cn3cccnc3n2)cc1)c1cc(Br)ccc1Cl	-17%	-2%	0%	-2%	0%	0%	-15%
45	Cc1ccc(C(=O)c2cn(Cc3c(F)cccc3Cl)c3nc(C)ccc3c2=O)cc1	19%	4%	7%	0%	1%	-9%	-5%
46	Cc1cccc(NC(=O)Cn2cc(S(=O)(=O)N3CCCC3)c(S(=O)(=O)N3CCCC3)c2)c1C	-2%	-2%	5%	1%	-2%	1%	1%
47	Cc1c2cnn(CC(=O)Nc3ccc(F)cc3F)c(=O)c2c(C)n1Cc1cccc(Cl)c1	-20%	0%	-2%	2%	13%	2%	-4%
48	O=C(NC1CCCCCC1)c1cc2c(Cl)nc3ccccc3c2s1	6%	0%	-2%	0%	?	3%	-1%
49	CCOc1ccccc1C(=O)N(Cc1ccc(N(C)C)cc1)CC1CCCO1 (stereo unspecified)	2%	2%	-1%	0%	-4%	-1%	1%
50	COc1ccc(C(=O)N(c2ccc(OC)cc2)S(=O)(=O)c2ccc3c(c2)n(C)c(=O)n3C)cc1	-22%	-1%	-2%	0%	-5%	-21%	-1%
51	Cc1ccc(CCNS(=O)(=O)c2ccc3c(c2)CC(C)N3C(=O)C2CCC2)cc1 (stereo unspecified)	-22%	17%	1%	3%	nt	nt	-7%
52	Cc1ccc(NC(=O)Cn2c(=O)n(Cc3ccc(C(=O)NCc4ccc5c(c4)OCO5)cc3)c(=O)c3ccccc32)cc1	-3%	7%	1%	-5%	-2%	-6%	1%
53	COc1cccc2c1cc1c(=O)n(CC(=O)N3CCN(c4cc(Cl)ccc4C)CC3)nc(C)n12	-2%	1%	0%	-3%	10%	-9%	0%
54	O=C(Cn1c(=O)n(CC2CCCO2)c(=O)c2ccccc21)Nc1ccc(F)cc1F (stereo unspecified)	5%	9%	0%	1%	-6%	-5%	0%
55	COc1ccc(-c2noc(CN(C(=O)Cc3ccc(C)cc3)C(C)C)n2)cc1	-17%	-2%	1%	1%	-14%	-15%	-1%
